# Source: PubChem (several laboratories)
# NPY-Y1 PAM-ag: potentiates or activates human NPY-Y1 receptor; P25929; NPY-Y1 expressing cells, potentiator/agonist activation; activation, % at 3.6 µM; 0.37% of 220,000 active; AID 1304; in the data active = activation above about 33%, passing the limit was not always enough;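 also: cells stimulated with NPY at EC10 then isoproterenol at EC100; 0% = low agonist plus stimulus and 100% = saturating agonist plus stimulus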
# Target sequence (P25929 whole entry, looked up): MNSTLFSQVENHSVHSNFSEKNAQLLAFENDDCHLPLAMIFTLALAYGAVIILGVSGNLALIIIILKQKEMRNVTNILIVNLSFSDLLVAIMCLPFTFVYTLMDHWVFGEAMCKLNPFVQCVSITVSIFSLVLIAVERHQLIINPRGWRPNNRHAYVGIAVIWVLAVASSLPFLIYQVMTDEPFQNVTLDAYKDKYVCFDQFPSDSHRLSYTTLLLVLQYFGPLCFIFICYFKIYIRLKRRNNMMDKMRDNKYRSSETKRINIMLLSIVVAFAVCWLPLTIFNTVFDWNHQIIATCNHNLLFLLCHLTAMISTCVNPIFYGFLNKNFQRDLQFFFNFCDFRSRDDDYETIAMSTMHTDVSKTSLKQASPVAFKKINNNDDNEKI
# TRPML3 ag: human mucolipin-3 channel agonism | HEK293 TRPML3-YFP, Fluo-8 calcium fluorescence; 100% = the carbachol control signal | 0.29% of 220,000 active | Q8TDD5 | activation, % at 3 µM;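 active = activation above its plate's cutoff, the mean activation of the plate's test wells plus 3 SD, cut at about 12% in these data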;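 also: 0% = DMSO only wells and 100% = carbachol wells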
# Target sequence (Q8TDD5 whole entry, looked up): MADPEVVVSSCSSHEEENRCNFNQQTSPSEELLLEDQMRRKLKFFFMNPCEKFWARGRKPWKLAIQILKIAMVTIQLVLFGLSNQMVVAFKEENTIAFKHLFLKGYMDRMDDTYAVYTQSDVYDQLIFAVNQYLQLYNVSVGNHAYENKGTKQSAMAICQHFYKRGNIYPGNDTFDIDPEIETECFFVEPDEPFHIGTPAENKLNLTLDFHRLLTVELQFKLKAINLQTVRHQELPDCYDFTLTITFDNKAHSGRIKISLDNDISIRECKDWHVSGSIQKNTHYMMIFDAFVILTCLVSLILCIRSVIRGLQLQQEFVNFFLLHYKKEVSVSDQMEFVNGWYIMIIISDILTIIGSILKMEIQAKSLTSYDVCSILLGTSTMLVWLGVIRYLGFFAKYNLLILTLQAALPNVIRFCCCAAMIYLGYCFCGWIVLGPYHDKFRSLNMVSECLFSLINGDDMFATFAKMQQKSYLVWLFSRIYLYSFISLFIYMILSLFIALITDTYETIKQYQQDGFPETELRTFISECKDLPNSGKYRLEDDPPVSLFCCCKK
#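 Material: HEK293 cells stably carrying human TRPML3-YFP; compound dosing: single dose, 3 µM final nominal compound, 0.3% DMSO final; incubation: 1-h 37 °C dye load, 5-s basal, 120-s post-compound reads; technique: Fluo-8 intracellular calcium fluorescence, excitation 470-495 nm, emission 515-575 nm; read-out basis: percent activation from peak-to-basal fluorescence ratio, scaled between DMSO and carbachol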
# zfTRPN1 agonist: agonists of zebrafish TRPN1 channel; HEK293 zebrafish TRPN1-YFP, Fluo-8 calcium fluorescence; 100% = response to 87 µM carbachol; activation, % at 3 µM; 0.18% of 220,000 active; AID 1424;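 active = activation above its plate's cutoff, the mean activation of test wells on that plate plus 3 SD, cut at about 19% in these data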;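 also: 0% = DMSO alone and 100% = 87 µM carbachol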
#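 Assay system: Zebrafish TRPN1-YFP in HEK293 cells | Incubation: Dye loading 1 h at 37 °C, then 30 min room temperature | Measured by: Kinetic Fluo-8 fluorescence, ex 470-495, em 515-575 nm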
# NPY Y1 blocker: blocks the human neuropeptide Y Y1 receptor; P25929; HEK293-CNG Y1 cells, membrane potential fluorescence; NPY at EC95, then isoproterenol; inhibition, % at 3.6 µM; 1% of 200,000 active;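 active = inhibition above the campaign mean inhibition of all tested compounds plus 3 SD, cut at about 20% in these data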;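 also: 0% = DMSO wells given NPY plus isoproterenol and 100% = isoproterenol alone without NPY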
#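 Assay system: HEK293 cells with Y1 receptor plus CNG channel | Probe or stimulus: NPY (25 nM), isoproterenol (1 µM), Ro 20-1724 (25 µM) | Timing: Compound incubation 1 h at room temperature, readout 45 min post-stimulation | Measured by: Membrane-potential fluorescent dye readout | Benchmarks: High control isoproterenol alone, low control NPY with isoproterenol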
# CHOP inh: blocks CHOP induction under ER stress. 3.8% of 220,000 active. CHO-K1 CHOP-promoter luciferase, tunicamycin-induced, 15-18 h. inhibition, % at 10 µM;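 active = compounds that reduced the stress-induced luciferase reporter signal by more than about 70% of percent inhibition, limit read from the data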;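 also: 0% = tunicamycin plus vehicle and 100% = wells without tunicamycin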
# 14-3-3 Bad inh: disrupts binding of bovine 14-3-3 zeta to phospho-Bad peptide; P63103; TR-FRET 14-3-3zeta/Dy647-pBad peptide displacement, 1 h; inhibition, % at 21.7 µM; 0.71% of 220,000 active; AID 781;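 active = inhibition above about 70%, limit read from the data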;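 also: 0% = full 14-3-3 plus peptide FRET controls and 100% = background without 14-3-3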
# PPC-1+TRAIL kill: kills PPC-1 cancer cells in the presence of TRAIL; PPC-1 cells + TRAIL, ATPLite viability luminescence; cell killing (% activity), % at 4 µM; 0.41% of 220,000 active; AID 1443;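 active = cell killing above 50% in the first pass at 4 µM, then a duplicate retest at 5 µM averaging 50% or more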;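 also: plate controls were cells with TRAIL plus DMSO for no effect and medium-only wells lacking cells for full effect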
# EP2 antag: inhibitors of human EP2 prostaglandin E2 receptor; P43116; C6 glioma cells expressing human EP2, cAMP TR-FRET; cells stimulated with saturating PGE2; inhibition, % at 25 µM; 0.52% of 260,000 active;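 active = percent inhibition above 40 after rounding to a whole number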;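 also: rat C6 glioma host cells with rolipram phosphodiesterase inhibitor present; the protocol text gives 20 µM as final concentration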
# EP2 mod: modulates human prostaglandin E2 receptor EP2 signaling | P43116 | EP2-expressing cells, cAMP HTRF FRET, PGE2 co-stimulation | induction, % at 25 µM | 0.83% of 260,000 active | AID 940;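 active = compounds whose cAMP rise, as percent of the full-agonist control response, exceeds 60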;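 also: rat C6 glioma line stably carrying human EP2 under a CMV promoter; the protocol text gives 20 µM as final concentration; 100% = response of wells given 1 µM PGE2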
# Numbers without * were called inactive; . = no result given; & = joins results of further samples; [ ] = remark or other dose. The list is partial, so the mix of outcomes need not match the whole.
1) CC(C)(C)NC(=O)NC(=O)CN1CCN(C(c2ccccc2)c2ccccc2)CC1
2) NNC(=S)Nc1ccccc1Cl
3) NC(=S)Nn1c(CCC(=O)O)ccc1-c1ccccc1
4) CC1(C)C2([N+](=O)[O-])CN(CCO)CC1([N+](=O)[O-])CN(CCO)C2
5) Cc1cccc(NC(=S)NNC(=O)c2ccco2)c1
6) CC(=O)N(C)C1(c2nnnn2CCOC(=O)Nc2cccc3ccccc23)CCCC1
7) O=C(NC(=S)Nc1cccc(Cl)c1N1CCCCC1)c1cccs1
8) Cc1ccc(Cl)c(NC(=O)COC(=O)c2ccccc2C(=O)c2ccc(Cl)c([N+](=O)[O-])c2)c1Cl

Compound,1,2,3,4,5,6,7,8
NPY-Y1 PAM-ag,-19,6,11,-7,-23,-7,-19,10
TRPML3 ag,-0.7,0.6,0.9,0.8,0.9,0.3,0.5,-0.3
zfTRPN1 agonist,0.5,0.0,-0.1,0.4,0.9,0.4,1.0,0.5
NPY Y1 blocker,-4,-1,-2,11,2,1,13,-3
CHOP inh,49,-35,10,-10,11,9,-2,37
14-3-3 Bad inh,-2,-5,2[fluorescence artefact?],-1,-2,-5[fluorescence artefact?],-7,1
PPC-1+TRAIL kill,-7,8,18,-3,0,-3,2,7
EP2 antag,6,10,9,12,10,6,5,8
EP2 mod,49,-18,14,10,6,-2,24,-7

# Part of the list above in order of count of non-hydrogen atoms, ascending.
2) NNC(=S)Nc1ccccc1Cl
5) Cc1cccc(NC(=S)NNC(=O)c2ccco2)c1
3) NC(=S)Nn1c(CCC(=O)O)ccc1-c1ccccc1
4) CC1(C)C2([N+](=O)[O-])CN(CCO)CC1([N+](=O)[O-])CN(CCO)C2
7) O=C(NC(=S)Nc1cccc(Cl)c1N1CCCCC1)c1cccs1
1) CC(C)(C)NC(=O)NC(=O)CN1CCN(C(c2ccccc2)c2ccccc2)CC1
8) Cc1ccc(Cl)c(NC(=O)COC(=O)c2ccccc2C(=O)c2ccc(Cl)c([N+](=O)[O-])c2)c1Cl

Compound,2,5,3,4,7,1,8
NPY-Y1 PAM-ag,6,-23,11,-7,-19,-19,10
TRPML3 ag,0.6,0.9,0.9,0.8,0.5,-0.7,-0.3
zfTRPN1 agonist,0.0,0.9,-0.1,0.4,1.0,0.5,0.5
NPY Y1 blocker,-1,2,-2,11,13,-4,-3
CHOP inh,-35,11,10,-10,-2,49,37
14-3-3 Bad inh,-5,-2,2[fluorescence artefact?],-1,-7,-2,1
PPC-1+TRAIL kill,8,0,18,-3,2,-7,7
EP2 antag,10,10,9,12,5,6,8
EP2 mod,-18,6,14,10,24,49,-7

# Additional compounds follow.
9) O=C(CSc1nc(NS(=O)(=O)c2ccccc2)cc(=O)[nH]1)Nc1ccc(Cl)cc1
10) O=C(c1ccc(Cl)cc1)c1cnc(Nc2ccccc2)s1
11) CCOc1ccccc1-c1nc(-c2cc3ccc(C)cc3[nH]c2=O)no1
12) CCOc1cc(/C=N/NC(=O)CCn2nnc3ccccc32)ccc1O
13) Fc1ccc(CSc2ccc3nnc(-c4cccs4)n3n2)cc1
14) Cc1nc(=O)c(-c2ccccc2)c(C)n1-c1ccccc1C(=O)O
15) CCOc1ccc(CN2CCN(Cc3[nH]c4ccccc4c3C)CC2CCO)cc1 (configuration not stated)
16) COc1ccc(S(=O)(=O)N[C@@H](Cc2ccccc2)C(=O)N2CC[C@@]3(O)CCCC[C@H]3C2)cc1

Compound,9,10,11,12,13,14,15,16
NPY-Y1 PAM-ag,13,11,1,-7,-24,-5,-11,12
TRPML3 ag,1.1,-0.1,0.3,0.5,0.6,0.7,1.3,-0.4
zfTRPN1 agonist,-1.1,0.1,0.4,2.3,-0.4,1.3,1.8,0.5
NPY Y1 blocker,7,-4,-2,.,6,12,6,-3
CHOP inh,-17,70*,72*,12,38,59,22,5
14-3-3 Bad inh,3,-2,19,3,2[fluorescence artefact?],3,-9,-11
PPC-1+TRAIL kill,8,31,18,-8,1,7,.,4
EP2 antag,8,9,-2,7,4,6,5,16
EP2 mod,27,5,-5,6,-12,16,-49,-14

17) Cn1c(Cc2ccccc2)nnc1SCC(=O)Nc1ccccc1
18) COc1ccccc1CNC(=O)Cn1cccc1
19) COc1ccc(S(=O)(=O)N2CCOC2CNC(=O)C(=O)NCc2ccco2)cc1OC (configuration not stated)
20) O=C(NCCN1CCOCC1)C1CCC(=O)N1C1CCCCC1 (configuration not stated)
21) O=C(N/N=C/c1ccc(OCc2cnc(Cl)s2)cc1)c1ccncc1
22) CCC(C)c1ccc(O)c(NC(=O)c2cncc(Br)c2)c1 (configuration not stated)
23) Cn1c(=O)c2c(nc(CN3CCN(Cc4ccccc4)CC3)n2Cc2ccccc2)n(C)c1=O
24) COc1ccc(NC(=O)c2cc(Br)ccc2Cl)c([N+](=O)[O-])c1

Compound,17,18,19,20,21,22,23,24
NPY-Y1 PAM-ag,-6,5,11,1,8,-5,4,-3
TRPML3 ag,0.3,0.3,-0.1,0.9,1.8,-0.2,0.9,-0.3
zfTRPN1 agonist,0.6,-0.1,0.8,1.8,1.4,2.7,-0.7,-1.7
NPY Y1 blocker,3,3,.,-2,-1,-2,7,9
CHOP inh,2,13,0,0,-37,111*,9,17
14-3-3 Bad inh,0,1,11,-4,0,34,2,-11
PPC-1+TRAIL kill,10,-20,-5,8,14,6,-6,6
EP2 antag,4,5,5,11,6,6,9,4
EP2 mod,-7,16,27,7,-32,-20,-6,29

25) COC(=O)c1ccc(CN(C)S(=O)(=O)c2ccc(C)cc2)o1
26) COc1ccccc1N1CCN(C(CNC(=O)C2CCCCC2)c2cccnc2)CC1 (configuration not stated)
27) CC#CC[N+](C)(C)CCCCCC
28) O=C(NNc1cccc(Cl)n1)Nc1ccc(Cl)cc1
29) CCOc1ccc2nc(SCC(=O)Nc3ncccn3)[nH]c2c1
30) O=C(Nc1ccc(Oc2ccccc2)cc1)c1cnc2n(c1=O)CCS2
31) O=C(c1cccc(S(=O)(=O)N2CCCC2)c1)c1cccc(S(=O)(=O)N2CCCC2)c1
32) Cc1cc(N2CCN(c3nc(N4CCOCC4)nc4ccccc34)CC2)c2ccccc2n1

Compound,25,26,27,28,29,30,31,32
NPY-Y1 PAM-ag,.,3,-3,11,-10,-5,22,-16
TRPML3 ag,.,0.4,0.2,0.3,0.3,3.6,0.2,0.2
zfTRPN1 agonist,.,0.7,-0.6,-0.3,-1.1,5.7,4.3,0.1
NPY Y1 blocker,.,-2,.,-1,5,-5,2,-3
CHOP inh,0,-8,-10,9,-42,60,26,.
14-3-3 Bad inh,10,6[fluorescence artefact?],-2,-9,-7,1,-6,.
PPC-1+TRAIL kill,8,15,-9,17,9,5,2,.
EP2 antag,7,8,6,11,.,16,12,.
EP2 mod,-1,17,1,-1,-26,5,12,.

33) COc1ccc(C(=O)N2CCN(Cc3cc(OC)c(O)c(OC)c3)CC2)cc1OC
34) Cc1onc(-c2c(F)cccc2Cl)c1C(=O)OCC(=O)c1c[nH]c2ccccc12
35) CCOc1ccc(N=C2NC(=O)S/C2=C\c2ccc(Cl)cc2)cc1
36) COc1ccc(CCNC(=O)Cn2cccc2C(=O)c2ccccc2C)cc1OC
37) C=C(C)c1cccc(C(C)(C)NC(=O)Nc2cc(C)ccc2OC)c1
38) Cc1nn(C)c(Cl)c1C(=O)NCC(=O)Nc1ccc(C(C)C)cc1
39) COc1ccc(-c2nn(-c3ccccc3)cc2/C=C/C(=O)NCCCn2ccnc2)cc1OC
40) COC(=O)C1(C(F)(F)F)N=C2Sc3ccccc3N2C(N2CCOCC2)=N1 (configuration not stated)

Compound,33,34,35,36,37,38,39,40
NPY-Y1 PAM-ag,2,27,18,-45,-4,-10,0,-27
TRPML3 ag,1.4,1.3,0.9,-1.6,-1.3,0.3,-0.9,0.1
zfTRPN1 agonist,0.5,3.7,1.7,-2.1,-1.2,0.1,0.5,0.9
NPY Y1 blocker,4,.,7,10,1,-2,-1,15
CHOP inh,-5,58,-22,-10,-5,-8,19,-25
14-3-3 Bad inh,27,2,50,13,-12,-7,-28,6
PPC-1+TRAIL kill,-8,1,11,19,32,-8,-19,3
EP2 antag,9,6,8,4,2,5,5,10
EP2 mod,2,-3,-25,30,-36,4,-36,-6

41) N=c1c2c3c(sc2ncn1CCN1CCOCC1)CCCC3
42) CC1(C)OC(=O)N(CCc2ccccc2)C1(C)O (configuration not stated)
43) CCCCCCSC1=C(C#N)C(=O)NC2(CCCCC2)S1
44) COc1ccc(C(=O)N(c2ccccc2)C2C=CS(=O)(=O)C2)cc1 (configuration not stated)
45) Cc1cnc(NC(=O)C2(c3ccccc3)CC2)s1
46) Cc1ccc(NC(=S)c2nc3ccccc3s2)cc1
47) Cc1ccc(CCP(=O)(O)CN2CCOCC2)cn1
48) Cc1ccc(C(C(=O)NCc2ccco2)N(C(=O)Cc2cccs2)c2cccnc2)cc1 (configuration not stated)

Compound,41,42,43,44,45,46,47,48
NPY-Y1 PAM-ag,4,11,-16,-2,1,-10,-1,1
TRPML3 ag,-0.1,1.4,0.5,0.5,-0.9,0.5,0.7,-0.4
zfTRPN1 agonist,-0.1,-1.0,2.8,0.3,-1.1,0.7,0.1,0.3
NPY Y1 blocker,-1,-2,13,0,-1,5,0,0
CHOP inh,-46,17,-17,-15,0,43,16,-11
14-3-3 Bad inh,12,-6[fluorescence artefact?],0,-14,1,0[fluorescence artefact?],11,-7
PPC-1+TRAIL kill,0,-14,17,14,-5,26,16,5
EP2 antag,10,3,1,9,6,11,5,7&4
EP2 mod,-1,4,41,16,-11,12,30,-23&0

49) CCOc1ccc(-c2ccc(SCC)nn2)cc1
50) CCOc1ccc(NC(=O)C(=O)N/N=C/c2cccnc2)cc1
51) Cn1c(=O)c(C(=O)NCCO)c(O)c2ccccc21
52) NC(=NCCc1ccccc1)NS(=O)(=O)c1cccs1
53) COc1ccc(C(=O)Nc2sc(C)c(-c3ccccc3)c2C#N)cc1OC
54) CCOC(=O)C1(CC2CC2)CCN(Cc2ccc3cccc(F)c3n2)CC1
55) CCOC(=O)Cc1nn(Cc2nc(-c3ccc(C#N)cc3)cs2)c(=O)c2ccccc12

Compound,49,50,51,52,53,54,55
NPY-Y1 PAM-ag,6,22,-11,9,-7,20,9
TRPML3 ag,-0.1,1.1,-0.1,-0.3,1.1,1.2,2.9
zfTRPN1 agonist,-0.9,3.8,-0.3,0.0,2.4,0.1,7.3
NPY Y1 blocker,3,.,4,1,-5,14,.
CHOP inh,40,-5,14,9,52,56,-9
14-3-3 Bad inh,-5,2,6,1,-16,-8,8
PPC-1+TRAIL kill,60*[5 µM],17,-17,3,23,10,-4
EP2 antag,3,8,16,9,12,15,6
EP2 mod,-5,6,1,-34,5,4,11
